m5-HT2A agonist: agonists of mouse serotonin 5-HT2A receptor (HTR2A); AID 624169; CHO-K1 mHTR2A beta-arrestin complementation, luminescence; percent of 30 µM serotonin response; activation, % at 7.6 µM; P35363; 360,000 compounds, 0.66% hits;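 active means activation above a run cutoff, the mean activation of all tested compounds plus 3 SD, cut at about 14% in these data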;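 further: 0% = plate median of compound wells and 100% = 30 µM serotonin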
CaV13 ICDI inh: Primary screen for inhibitors of IQ motif and Ca2+-dependent inactivation inhibitor domain binding in CACNA1D, Förster resonance energy transfer in living cells, … | inhibition, % at 12.3 µM | 340,000 compounds, 0.098% hits | HEK cells, CFP/YFP FRET ICDI-IQ, plate reader, 10 min; percent FRET-ratio fall versus neutral wells | AID 743397;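 active means mean replicate inhibition of at least 30% and at least 1% of replicates passing that level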;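 further: 0% = median of the neutral control wells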
MC4R antag cAMP: blocks human MC4R cAMP signaling. P32245. 360,000 compounds, 0.48% hits. MC4R-expressing cells, MTII-stimulated cAMP, LANCE TR-FRET. inhibition, % at 6.5 µM. AID 540295;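 active means inhibition above its plate's cutoff, the mean of tested wells on that plate plus 3 SD, cut at about 29% in these data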;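 further: 0% = Melanotan II alone and 100% = Melanotan II plus saturating MCL0020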
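Material: human MC4R-expressing U2OS cells. Probe or stimulus: Melanotan II challenge. Dosing: 6.5 µM single dose. Times: 30-min compound, 1-h challenge, 1-h detection, room temperature. Technique: TR-FRET with Eu-cAMP and labeled anti-cAMP, 671 nm. Replication: singlicate.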
Glyco luc inh: blocks N-linked glycosylation in D54 reporter cells. D54 ERlucT glycosylation luciferase reporter, 24 h; percent of 100 nM tunicamycin response. reporter increase, % at 12.5 µM. 360,000 compounds, 0.23% hits;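 active means mean luciferase reporter signal, scaled so untreated is 0 and the glycosylation-blocking control 100, at or above a set limit in every replicate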;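 further: luciferase carries N-glycosylation sites so blocking glycosylation raises the light; 0% = median of neutral control wells and 100% = median of 100 nM tunicamycin wells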
ABCB6 inh 2: blocks the human ABCB6 transporter. Q9NP58. K562-ABCB6 porphyrin accumulation, flow cytometry, 1 h; hits give low values. fluorescence ratio to DMSO, % at 10 µM. 360,000 compounds, 0.19% hits;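 active means fluorescence ratio to DMSO below 75%, the collection mean minus 3 SD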;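 further: signal is porphyrin accumulated inside mitochondria; 100% equals median channel fluorescence of DMSO control wells; lower ratio means ABCB6 inhibition with less porphyrin fluorescence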
Target sequence (Q9NP58 whole entry, looked up): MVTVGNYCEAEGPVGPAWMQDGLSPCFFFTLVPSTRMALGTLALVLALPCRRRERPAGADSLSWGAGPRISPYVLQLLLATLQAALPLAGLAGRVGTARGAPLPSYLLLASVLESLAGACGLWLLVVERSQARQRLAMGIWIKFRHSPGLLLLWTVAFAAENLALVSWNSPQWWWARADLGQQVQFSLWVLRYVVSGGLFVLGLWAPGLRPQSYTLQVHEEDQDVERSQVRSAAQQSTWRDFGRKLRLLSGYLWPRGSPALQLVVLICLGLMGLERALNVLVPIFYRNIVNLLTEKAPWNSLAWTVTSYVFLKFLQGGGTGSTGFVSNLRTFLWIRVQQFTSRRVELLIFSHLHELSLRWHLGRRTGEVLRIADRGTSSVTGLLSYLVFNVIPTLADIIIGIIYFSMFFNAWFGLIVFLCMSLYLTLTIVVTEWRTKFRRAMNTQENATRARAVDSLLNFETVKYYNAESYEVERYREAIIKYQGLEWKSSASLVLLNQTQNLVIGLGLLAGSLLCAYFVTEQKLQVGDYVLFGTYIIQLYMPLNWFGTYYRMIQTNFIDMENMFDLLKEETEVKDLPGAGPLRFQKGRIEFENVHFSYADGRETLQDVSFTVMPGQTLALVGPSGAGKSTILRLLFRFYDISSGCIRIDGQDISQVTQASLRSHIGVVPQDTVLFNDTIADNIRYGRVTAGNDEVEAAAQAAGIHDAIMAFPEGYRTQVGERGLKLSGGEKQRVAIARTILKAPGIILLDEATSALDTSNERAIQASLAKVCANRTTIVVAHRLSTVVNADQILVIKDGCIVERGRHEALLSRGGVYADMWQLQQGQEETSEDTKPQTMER
MC4R barr agon: agonists of human melanocortin 4 receptor (MC4R) beta-arrestin; P32245; U2OS MC4R beta-arrestin complementation, luminescence; percent of melanotan II response, DMSO zero; activation, % at 8.9 µM; 360,000 compounds, 0.98% hits;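 active means activation above a per-plate cutoff, the mean activation of sample wells on that plate plus 3 SD, cut at about 8% in these data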
PDI inh: inhibitors of human protein disulfide isomerase. P07237. 350,000 compounds, 0.052% hits. inhibition, % at 10 µM. AID 588391. PDI insulin aggregation turbidity, A650, 90 min;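 active means mean inhibition across replicates of 30% or more, whatever share of single replicates reach that level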;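 further: absorbance from insulin aggregation driven by PDI reduction with DTT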
ABHD5 PLIN5 PPI: blocks binding of human ABHD5 to perilipin-5; inhibition, % at 4 µM; Q00G26+Q8WTS1; Split G. princeps luciferase complementation, luminescence, 4 h; 360,000 compounds, 0.78% hits;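 active means inhibition above the mean inhibition across every tested compound plus 3 SD, cut at about 22% in these data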;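 further: 0% = DMSO only wells and the 100% control is not disclosed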
Granule exo inh: lytic granule exocytosis inhibition | TALL-104 LAMP-1 surface exposure, flow cytometry; cells stimulated with thapsigargin and PMA | inhibition, % at 10 µM | 360,000 compounds, 0.66% hits;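 active means inhibition above about 55%, limit read from the data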
H9c2 protect: modulators protecting cardiomyocytes from myocardial damage; H9c2 cardiomyocytes, H2O2 injury protection, ATPLite, 2 h; protection from H2O2 cell death, % at 20 µM; 360,000 compounds, 0.63% hits; AID 588492;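 active means compounds giving at least 50% protection of heart cells from peroxide-induced death in the single-dose screen, raw or plate-pattern-corrected value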;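 further: 0% = DMSO wells with peroxide and 100% = DMSO wells without peroxide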
* = called active by the depositor; / = not tested or not shown. Some of the compounds tested; count on the stated rates, not on these rows.

Order of results: m5-HT2A agonist	CaV13 ICDI inh	MC4R antag cAMP	Glyco luc inh	ABCB6 inh 2	MC4R barr agon	PDI inh	ABHD5 PLIN5 PPI	Granule exo inh	H9c2 protect
1) C=CCn1c(O)c(C(CC)=NCCC2=CCCCC2)c(=O)[nH]c1=O
  -1	-6	13	2	96	0.3	-1	2	2	-1
2) CC(N)Cc1c[nH]c2c1ccc1ccccc12 (configuration not stated)
  -9	-4	-2	2	99	0.0	2	6	-5	11
3) O=C(CN1CCCCC1)NCC(=O)Nc1ccc(Br)cc1C(=O)c1ccccc1
  0	-8	-1	/	97	-1.6	-1	4	11	-1
4) CC(C)NCC(O)c1ccc(C2CCCC2)cc1 (configuration not stated)
  -1	-2	2	3	98	2.9	-1	4	0	8
5) Cc1ccc(S(=O)(=O)NP(=O)(Oc2ccccc2)Oc2ccccc2)cc1
  8	-9	3	2	95	1.0	-6	-1	1	1
6) CCCCN(Cc1ccccc1)C1CCN(CCc2ccccc2)CC1
  -2	-6	1	-4	101	3.5	1	1	7	2
7) O=C(Nc1ccccc1)NC1CC2CCC(C1)N2 (configuration not stated)
  -3	-5	0	1	103	-1.3	-4	0	-3	-2
8) O=C(c1ccc2c(c1)ncn2-c1ccc(F)cc1F)N1CCC2(CC1)OCCO2
  -4	0	-3	11	100	-2.7	-10	4	2	1
9) COc1cc2[nH]c(=O)n(-c3cccc(Cl)c3)c(=O)c2cc1OC
  1	-4	-3	-1	86	-0.3	-11	-2	1	5
10) CCCOP(=O)(OCCC)C(NC(=O)c1ccccc1)=C(Cl)Cl
  -1	-18	3	1	98	-2.1	0	-4	4	1
11) CCCCCCCC(=O)NC(Oc1ccccc1[N+](=O)[O-])C(Cl)(Cl)Cl (configuration not stated)
  0	-7	2	-1	97	3.4	5	-3	-4	-10
12) CN1CCN(c2ccc(N)cc2Cl)CC1
  -2	-1	-6	-2	102	-0.1	-7	8	-1	3
13) Cc1cccc(C)c1-n1nnnc1C(c1cccc2ccccc12)N1CCC(n2c(=O)[nH]c3ccccc32)CC1 (configuration not stated)
  2	-6	/	-13	94	/	/	2	-3	-10
14) COC(=O)C1=C(c2ccc(Cl)c(C(F)(F)F)c2)C[C@@H]2CC[C@H]1N2C(=O)NCc1ccco1
  -2	-5	2	-1	104	-0.5	2	-4	-2	-4
15) O=C(c1c[nH]cc1-c1ccccc1)c1cccc2ccccc12
  20*	-5	2	0	94	2.8	-3	15	2	4
16) O=C1/C(=C/c2ccc3c(c2)OCO3)N2CCC1CC2
  -2	-2	-1	-1	100	6.9	-8	8	9	1
17) CCCNC(=O)N1[C@H]2CC[C@@H]1C(C(=O)OC)=C(c1ccc(OC(F)(F)F)cc1)C2
  -4	-5	7	-1	92	-1.9	-1	2	1	-5
18) COC(=O)C1=C(c2ccc(S(C)(=O)=O)cc2)C[C@@H]2CC[C@H]1N2C(=O)NCc1ccccc1
  -2	-8	-2	2	98	-2.3	-4	9	-2	0
19) CCOC(=O)C1(c2ccccc2)CCN(CCC(=O)Nc2cccc(Br)c2)CC1
  -15	-6	7	-8	99	1.0	0	5	16	-9
20) COC(=O)C1=C(c2cccc(C#N)c2)C[C@@H]2CC[C@H]1N2C(=O)NC1Cc2ccccc2C1
  -6	-11	6	0	97	-1.3	10	-4	2	3
21) Cc1ccccc1NS(=O)(=O)c1ccc(OCC(=O)N2CCN(C)CC2)cc1
  -10	-5	12	3	100	-1.1	6	2	10	1
22) CCCCOC(=O)c1ccccc1C(=O)OCc1ccccc1
  -5	/	4	-2	100	3.3	/	9	0	-1
23) COc1cccc(OCc2cc(C(=O)N3C[C@H]4C[C@@H](C3)c3cccc(=O)n3C4)no2)c1
  8	-3	4	-2	99	1.0	-2	-6	2	0
24) COc1ccc(Cn2c(O)c(/C=N/NC(=O)c3ccccc3)c(=O)[nH]c2=O)cc1
  -1	1	-2	4	103	0.1	2	9	2	8
25) N#CC(C#N)=Cc1ccc(O)c(O)c1
  7	-4	1	-5	97	-1.2	-1	1	1	41
26) CC(=O)c1c(O)n(C2CCCCCC2)c(=O)[nH]c1=O
  -1	-2	2	3	87	-1.5	-1	-23	-2	-8
27) COC(=O)C1=C(c2ccc(C(C)=O)cc2)C[C@@H]2CC[C@H]1N2C(=O)N1CCC(C)CC1
  -1	-10	-10	0	93	-0.3	0	6	-4	-10
28) Cc1ccc2n1Cc1cnnn1-c1ccccc1-2
  0	-7	-4	1	91	-0.2	-13	-3	3	7
29) CCN1CCN(c2cc(N3CCCC3)c(F)cc2[N+](=O)[O-])CC1
  -8	-6	-9	-3	96	-2.1	3	-2	6	-3
30) CC(C(=O)c1ccc2ccccc2c1)N1CCCCC1 (configuration not stated)
  9	-5	4	2	116	-2.7	-1	-4	0	0
31) CCOC(=O)C1CCN(/C=C2/C(=O)NC(=S)N(c3cccc(OC)c3)C2=O)CC1
  3	-6	-4	0	103	-0.2	8	-2	-1	-1
32) CC1=CC2OC3CC4OC(=O)C=CC=CC(=O)OCCC(C)C(O)C(=O)OCC2(CC1O)C4(C)C31CO1 (configuration not stated)
  2	/	10	-20	98	0.9	5	-7	-7	54*
33) COc1ccc(N2C(=O)NC(=O)/C(=C\c3ccc([N+](=O)[O-])s3)C2=O)cc1
  1	5	19	-1	105	-1.9	0	-2	4	0
34) CN1C(=O)C(Cc2ccccc2)C(=O)N(C)C1=O
  -6	-6	11	1	98	-1.3	1	-11	-7	6
35) O=C1NC(=O)N(c2ccccc2)C(=O)/C1=C/c1ccc(Sc2ccccc2)o1
  -4	/	29*	1	101	-2.4	-5	16	-2	-21
36) O=C(c1ccc(CS(=O)(=O)c2ccc(Br)cc2)o1)N1CCC2(CC1)OCCO2
  1	-4	5	2	94	-1.3	3	6	-1	0
37) O=[N+]([O-])c1oc2ccc3ccccc3c2c1CCO
  -1	-9	-4	-9	95	-1.5	8	-3	-9	1
38) C[C@]12CCC3[C@@H](CC[C@H]4C[C@@H](O)CC[C@]34C)C1CCC2=O (some centres not stated)
  -8	-11	-7	-3	88	0.6	3	4	-16	15
39) CCCCn1c(=O)c(C=Nc2ccc(Cl)cc2)c(O)n(Cc2ccco2)c1=O
  -1	-2	9	-3	100	0.6	8	-1	3	0
40) c1cncc(C2CCCCN2)c1 (configuration not stated)
  -1	/	17	3	106	-1.2	/	-1	0	0
41) O=C(O)c1cccc(NC(=O)N2C[C@H]3C[C@@H](C2)c2cccc(=O)n2C3)c1
  -3	/	-2	1	108	-0.1	/	2	-2	0
42) COc1ccc2[nH]c3c(c2c1)CCN=C3C
  -6	-5	6	-3	119	1.2	7	-7	-2	6
43) CC(=O)Nc1ccc2c(c1)CC1(C(=O)N(C)C(=O)N(C)C1=O)C1CCCN21 (configuration not stated)
  7	-7	0	1	98	-1.4	0	-1	-1	0
44) CCCCCCCCn1sccc1=O
  12	/	12	6	92	-1.4	/	90*	36	-13
45) COc1ccc(/C=C2\C(=N\O)C3CCN2CC3)cc1
  2	-4	1	/	102	-2.0	11	3	-2	-4
46) C1CC2NCCC3NCCC(N1)N32 (configuration not stated)
  -4	-4	3	1	98	-0.9	-14	1	-18	-1
47) COc1ccc(C2=NCC(=O)N(CC(=O)NCc3ccco3)c3sc4c(c32)CCCC4)cc1
  4	-4	-11	-1	94	1.8	6	38*	5	-2
48) Cc1cc(O)c2c(C)c(CC(=O)N3C[C@H]4C[C@@H](C3)c3cccc(=O)n3C4)c(=O)oc2c1
  19*	/	7	-1	97	-3.0	/	1	2	1
49) CC(C)OP(=O)(O)NC(=O)c1ccccc1
  -1	167*	23	4	105	-0.3	6	4	5	-3
50) COc1ccc(C2NCc3ccc4c(c3-n3cccc32)OCO4)cc1OC (configuration not stated)
  -2	/	6	1	101	-0.1	12	5	0	-1
51) O=C(O)C(O)(c1ccccc1)C1CCCCC1 (configuration not stated)
  2	-4	9	0	96	0.5	-5	3	-13	2
52) CC(=NCCc1c[nH]c2ccccc12)c1c(O)n(Cc2ccccc2)c(=O)[nH]c1=O
  5	-3	8	0	96	0.5	-3	-1	-8	9
53) CSCCC(N=Cc1c(O)n(-c2ccc(F)cc2)c(=O)[nH]c1=O)C(=O)OC(C)(C)C (configuration not stated)
  0	-4	8	1	102	-0.1	14	6	-1	-3
54) CCc1c(-c2ccccc2)nc2ccccc2c1C(=O)N1CCC2(CC1)OCCO2
  7	-8	-2	1	85	-2.2	-14	-8	-4	0
55) CC/C(=N\N1CCN(C)CC1)c1c(O)[nH]c(=O)[nH]c1=O
  -3	-5	-2	0	99	-0.4	-2	-7	0	4
56) CCC(=O)C(CCN1CCOCC1)(c1ccccc1)c1ccccc1
  -2	-4	6	-2	105	-1.6	-14	1	5	-3
57) CN(C)CP(=O)(Nc1ccccc1)N(C)C (configuration not stated)
  -3	-4	1	-1	100	-1.3	0	-3	-2	-4
58) Cc1ccc(CN(Cc2ccccc2)C(=S)NCC(=O)N2CCC3(CC2)OCCO3)o1
  0	2	6	0	95	-3.6	-5	2	3	5
59) CCOC(=O)C1CCN(/C=C2\C(=O)NC(=S)N(CC)C2=O)CC1
  -1	2	24	1	100	0.2	18	-7	0	2
60) N#Cc1ccc(NC(=S)N2Cc3ccccc3-n3nncc3C2)cc1
  -2	-6	7	1	97	-2.2	2	-11	-11	-5

Compound activity (PubChem BioAssay)
